PGE2 EP2 inh: EP2 receptor (human) inhibition; C6 glioma cells expressing human EP2, cAMP TR-FRET; cells stimulated with saturating PGE2; inhibition, % at 25 µM; AID 1422; 260,000 tested, 0.52% active;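 active = percent inhibition above 40 after rounding to a whole number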;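 also: rat C6 glioma host cells with rolipram phosphodiesterase inhibitor present; the protocol text gives 20 µM as final concentration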
Target sequence (P43116 whole entry, looked up): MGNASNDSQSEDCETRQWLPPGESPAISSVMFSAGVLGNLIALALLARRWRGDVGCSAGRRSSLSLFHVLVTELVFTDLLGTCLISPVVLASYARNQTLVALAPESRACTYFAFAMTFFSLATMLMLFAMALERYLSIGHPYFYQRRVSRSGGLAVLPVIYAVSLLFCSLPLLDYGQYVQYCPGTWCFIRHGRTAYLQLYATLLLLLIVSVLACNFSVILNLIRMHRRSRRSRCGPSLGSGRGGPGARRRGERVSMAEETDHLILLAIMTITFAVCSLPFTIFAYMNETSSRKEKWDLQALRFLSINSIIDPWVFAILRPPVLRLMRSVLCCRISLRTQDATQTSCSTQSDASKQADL
EP2 modulator: modulates human prostaglandin E2 receptor EP2 signaling. P43116. EP2-expressing cells, cAMP HTRF FRET, PGE2 co-stimulation. induction, % at 25 µM. 260,000 tested, 0.83% active;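 active = compounds whose cAMP rise, as percent of the full-agonist control response, exceeds 60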;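 also: rat C6 glioma line stably carrying human EP2 under a CMV promoter; the protocol text gives 20 µM as final concentration; 100% = response of wells given 1 µM PGE2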
NPY-Y1 PAM-ag: human NPY-Y1 potentiation or agonism, primary screen; P25929; NPY-Y1 expressing cells, potentiator/agonist activation; activation, % at 3.6 µM; 220,000 tested, 0.37% active; AID 1304; in the data active = activation above about 33%, passing the limit was not always enough;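 also: cells stimulated with NPY at EC10 then isoproterenol at EC100; 0% = low agonist plus stimulus and 100% = saturating agonist plus stimulus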
Target sequence (P25929 whole entry, looked up): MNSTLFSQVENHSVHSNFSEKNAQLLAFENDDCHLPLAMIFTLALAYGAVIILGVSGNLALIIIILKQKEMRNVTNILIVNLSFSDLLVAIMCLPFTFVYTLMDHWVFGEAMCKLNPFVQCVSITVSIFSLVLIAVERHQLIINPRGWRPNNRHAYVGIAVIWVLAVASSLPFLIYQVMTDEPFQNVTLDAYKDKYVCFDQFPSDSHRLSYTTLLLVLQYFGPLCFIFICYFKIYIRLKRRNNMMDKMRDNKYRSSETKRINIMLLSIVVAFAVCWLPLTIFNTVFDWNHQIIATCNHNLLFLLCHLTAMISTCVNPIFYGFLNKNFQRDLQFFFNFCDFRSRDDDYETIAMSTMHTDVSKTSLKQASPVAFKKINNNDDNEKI
CHOP inhibitor: CHOP inhibition in unfolded protein response; CHO-K1 CHOP-promoter luciferase, tunicamycin-induced, 15-18 h; inhibition, % at 10 µM; 220,000 tested, 3.8% active; AID 2732;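 active = compounds that reduced the stress-induced luciferase reporter signal by more than about 70% of percent inhibition, limit read from the data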;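 also: 0% = tunicamycin plus vehicle and 100% = wells without tunicamycin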
NPY Y1 blocker: antagonists of human neuropeptide Y receptor Y1. HEK293-CNG Y1 cells, membrane potential fluorescence; NPY at EC95, then isoproterenol. inhibition, % at 3.6 µM. 200,000 tested, 1% active. AID 1040;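 active = inhibition above the campaign mean inhibition of all tested compounds plus 3 SD, cut at about 20% in these data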;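 also: 0% = DMSO wells given NPY plus isoproterenol and 100% = isoproterenol alone without NPY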
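Material: HEK293 cells with Y1 receptor plus CNG channel; times: compound incubation 1 h at room temperature, readout 45 min post-stimulation; signal: fluorescence, membrane potential probe; read-out basis: fluorescence ratio normalized to % inhibition between controls; benchmarks: full-block control isoproterenol-only wells, zero-block control NPY plus isoproterenol wells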
zfTRPN1 agonist: zebrafish TRPN1 (NompC) channel agonism | HEK293 zebrafish TRPN1-YFP, Fluo-8 calcium fluorescence; 100% = response to 87 µM carbachol | activation, % at 3 µM | AID 1424 | 220,000 tested, 0.18% active;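 active = activation above its plate's cutoff, the mean activation of test wells on that plate plus 3 SD, cut at about 19% in these data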;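 also: 0% = DMSO alone and 100% = 87 µM carbachol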
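System: zebrafish TRPN1-YFP in HEK293 cells / Dosing: 3 µM single point / Timing: dye loading 1 h at 37 °C, then 30 min room temperature / Signal: Fluo-8 calcium fluorescence, excitation 470-495 nm, emission 515-575 nm / Read-out basis: percent activation from peak over basal fluorescence ratio, control-normalized / Control set: high carbachol 87 µM, low DMSO alone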
TRPML3 agonist: human mucolipin-3 channel agonism. Q8TDD5. HEK293 TRPML3-YFP, Fluo-8 calcium fluorescence; 100% = the carbachol control signal. activation, % at 3 µM. 220,000 tested, 0.29% active;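 active = activation above its plate's cutoff, the mean activation of the plate's test wells plus 3 SD, cut at about 12% in these data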;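 also: 0% = DMSO only wells and 100% = carbachol wells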
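Test system – HEK293 line with stable expression of human TRPML3-YFP channel · Control set – carbachol 87 µM final as high control (100%), DMSO as low control (0%) · Signal – Fluo-8 calcium dye fluorescence, ex 470-495, em 515-575 nm · Incubation – 1-h 37 °C dye load, 5-s basal, 120-s post-compound reads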
14-3-3 Bad PPI: disrupts binding of bovine 14-3-3 zeta to phospho-Bad peptide; P63103; TR-FRET 14-3-3zeta/Dy647-pBad peptide displacement, 1 h; inhibition, % at 21.7 µM; 220,000 tested, 0.71% active; AID 781;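 active = inhibition above about 70%, limit read from the data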;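 also: 0% = full 14-3-3 plus peptide FRET controls and 100% = background without 14-3-3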
Target sequence (P63103 whole entry, looked up): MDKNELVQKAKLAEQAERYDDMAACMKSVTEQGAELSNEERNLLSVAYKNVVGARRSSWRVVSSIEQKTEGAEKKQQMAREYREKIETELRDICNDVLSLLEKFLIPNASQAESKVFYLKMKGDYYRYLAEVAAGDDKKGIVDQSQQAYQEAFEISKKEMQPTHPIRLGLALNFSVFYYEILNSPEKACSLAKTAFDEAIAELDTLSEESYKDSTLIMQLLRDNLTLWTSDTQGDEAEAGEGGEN
PPC-1+TRAIL kill: PPC-1 cancer cell killing with TRAIL present | PPC-1 cells + TRAIL, ATPLite viability luminescence | cell killing (% activity), % at 4 µM | 220,000 tested, 0.41% active;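 active = cell killing above 50% in the first pass at 4 µM, then a duplicate retest at 5 µM averaging 50% or more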;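 also: plate controls were cells with TRAIL plus DMSO for no effect and medium-only wells lacking cells for full effect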
Active calls of the source: *; nt = no result given; & = joins results of further samples; [ ] = dose if it differs, or a comment. A portion of the library; count on the stated rates, not on these rows.

SMILES	PGE2 EP2 inh	EP2 modulator	NPY-Y1 PAM-ag	CHOP inhibitor	NPY Y1 blocker	zfTRPN1 agonist	TRPML3 agonist	14-3-3 Bad PPI	PPC-1+TRAIL kill
CCCCCCCCCCCC(=O)NC(C(=O)O)C(O)c1ccccc1 (configuration not stated)	9	-1	6	-10	7	0.4	0.2	9	32
O=[N+]([O-])c1cc(C(F)(F)F)ccc1N1CCC(O)CC1	4	-2	8	26	-5	-0.9	0.7	0	9
CCCCOc1ccc(C(C)NC(=O)CCS(=O)(=O)Cc2ccc(C)cc2)cc1 (configuration not stated)	4	5	8	46	-7	1.3	1.2	9	-3
CC(=O)Oc1ccc(Nc2ccccc2)cc1	8	12	-16	24	5	-1.3	0.8	-16	8
Cc1ccc(Cl)cc1N1CCN(C(=O)Cc2ccc(-n3c(=O)[nH]c4ccsc4c3=O)cc2)CC1	10	6	24	-4	-2	0.5	0.8	-11	-1
O=C(CSc1nnc(-c2ccccc2)o1)NC1CCCCC1	13	-4	-9	-6	3	0.0	-0.5	4	-19
COc1ccc(C2CC(=O)C3=C(C2)NC(C)=C(C(=O)Nc2ccccc2C)C3c2coc3ccc(C)cc3c2=O)cc1OC (configuration not stated)	6	-15	-30	29	2	0.7	-0.2	-3[fluorescence artefact?]	22
Cc1cc(C)n(C(=O)c2ccc(C)o2)n1	18	22	-15	2	5	1.5	0.4	1[fluorescence artefact?]	18
CCCN(CCC)c1ncnc2c1cnn2-c1ccc(OC)cc1	11	24	-24	41	6	0.3	-0.3	34	11
CCOC(=O)Cc1csc(NC(=O)CSc2ncnc3c2cnn3-c2ccc(OC)cc2)n1	18	-15	-39	35	-4	4.0	2.1	-7	-6
CCCCNc1nc2c(S(=O)(=O)c3ccccc3)nnn2c2ccccc12	27	69*	12	4	5	0.3	0.0	-26	-4
COC(=O)CSc1nnc(SCc2ccc(OC)cc2)s1	nt	32	-2	1	4	-0.9	-0.5	8	20
C=CCn1c(SC(C)C(=O)NCCC2=CCCCC2)nc2ccccc2c1=O (configuration not stated)	8	7	-19	27	15	-1.6	0.4	8	2
CCN(CC)S(=O)(=O)c1ccc(-c2nnc(SCc3nnc(-c4ccc(C)cc4)o3)n2CC)cc1	1	-23	15	24	-4	-1.5	-0.1	nt	5
CCOC(=O)C1=C(N)Oc2cc(O)ccc2C1c1cccnc1 (configuration not stated)	10	3	-22	8	-7	0.8	0.3	-15[fluorescence artefact?]	-9
CCOc1ccc2nc(NC(=O)c3cc([N+](=O)[O-])ccc3N3CCOCC3)sc2c1	16	11	-25	42	1	0.6	0.3	-4[fluorescence artefact?]	32
CN(C)c1cccc(C(=O)NCC2CCCO2)c1 (configuration not stated)	19	19	-15	-12	-6	0.9	0.5	2	8
CCn1cc(C(=O)NC2CCCCC2C)c(=O)c2ccc(C)nc21 (configuration not stated)	11	25	-38	20	7	0.9	0.6	16[fluorescence artefact?]	14
COc1ccc(OC)c(NC(=O)c2c3c(nc4ccccc24)CCC3)c1	8&1	14&4	11	4	14	-0.3	0.0	7	6
O=C(CN1CCOCC1)NCc1ccccc1	nt	-8	-9	21	3	1.2	0.2	-1	-8
CNC(=S)N=Nc1c(O)[nH]c2ccc(C(C)C)cc12	8	6	7	93*	-1	-2.9	-1.5	2[fluorescence artefact?]	8
Cc1ccc(SCC(=O)NCc2ccncc2)cc1	5	5	11	-2	2	0.9	1.0	6	24
CCOc1ccccc1NC(=S)N1CCN(c2nc(-c3ccc(F)cc3)cs2)CC1	4	20	-4	11	-1	-1.0	0.4	-22	16
Cc1cc2nc(C(F)(F)F)cc(-c3cccs3)n2n1	9	19	-15	6	8	0.2	0.4	-2	7
CS(=O)(=O)N(CC(=O)NCC1CCCO1)c1ccc(Cl)c(Cl)c1 (configuration not stated)	9	50	-4	-15	12	0.3	0.2	5	-11
Cc1cccc(NC(=S)NC23CN4CN(CN(C4)C2)C3)c1C	5	-4	-12	16	-3	3.1	1.1	-1	-4
CC(NS(=O)(=O)c1ccccc1)C(c1cccs1)N1CCN(C)CC1 (configuration not stated)	22	-5	-5	2	9	1.2	0.2	17[fluorescence artefact?]	2
Cn1c(=S)ccc2ccccc21	4	-21	-6	-6	-2	0.7	0.4	2	20
Cc1cnc(C(=O)Nc2nnc(C)s2)cn1	13	17	27	-8	-4	0.1	0.7	21	-2
COC(=O)C1=C(C)N(c2ccc(Br)cc2)C(=O)/C1=C\c1ccco1	10	38	0	24	-4	0.1	0.2	5[fluorescence artefact?]	32
COC(=O)c1ccc(CSc2nnc(C)s2)cc1	9	nt	-14	nt	2	-0.3	-0.4	nt	25
CC(C)CCSc1nc2c(c(=O)[nH]c(=O)n2C)n1CCCc1ccccc1	9	18	10	105*	4	0.4	-0.1	8	38
COc1ccc(S(=O)(=O)N(CC(=O)NC2CC2)c2ccc(C)cc2)cc1	-1	-10	-9	7	7	0.8	0.1	2	24
CCCCNC(=O)OCCNC(=O)NC	5	13	3	41	-4	1.0	0.5	4	-8
O=C(NNC(=O)c1ccccc1-n1cccc1)c1ccc(Cl)cc1	8	20	0	-12	2	-0.8	0.5	-11[fluorescence artefact?]	20
N#Cc1ccccc1Cn1cc(/C=N/Nc2ccc([N+](=O)[O-])cn2)c2ccccc21	8	-18	20	-1	-2	2.0	0.9	-15	nt
CCOC(=O)c1ccc(-c2ccc(C3Nc4ccccc4C(=O)N3O)o2)cc1 (configuration not stated)	1	27	25	52	-2	-1.0	-0.9	-6[fluorescence artefact?]	6
COC(=O)c1ccccc1NC(=O)CN(C)Cc1ccccc1	6	52	13	17	1	-0.7	-1.2	-21	47
CCCc1sc(N)nc1-c1ccc(C)cc1	24	38	-16	29	-4	-0.7	-0.1	-15	20
O=C(Nc1ccc(Br)cc1F)C1CCN(c2nnc(-n3cccc3)s2)CC1	5	16	-11	8	7	-0.7	0.0	-4	18
O=C(Nc1ccc(OC(F)(F)F)cc1)N1CCN(c2ccnc3cc(Cl)ccc23)CC1	14	-44	-1	62	nt	1.7	-0.2	0	17
N#CC1=C(SCC(=O)NC2CC2)NC(=O)C(C#N)C12CCCCC2 (configuration not stated)	1	25	-31	-11	-3	1.1	-1.6	-3	-4
COc1ccc(OC)c(N/C=C/C(=C(C#N)C#N)N(C)C)c1	6	-24	10	24	-1	-1.8	0.8	-5	9
Nc1ccc(C(=O)N/N=C/c2sc(N3CCOCC3)nc2-c2ccccc2)cc1	7	-30	15	-29	-8	0.6	0.4	-6	7
COc1cc(/C=C2\SC(=O)N(CC(=O)Nc3cccc(C)c3)C2=O)cc([N+](=O)[O-])c1O	7	25	31	37	-6	1.1	0.1	2	6
COC(=O)C/C=C/[C@@H](C)[C@@H](/C=N/OC[C@@H](C)[C@H](OCc1ccccc1)C(C)C)NS(=O)(=O)c1ccc(C)cc1	nt	34	-10	16	0	0.1	-0.1	1	10
CCOc1ccc(-c2csc(NC(=O)CSC3=NC(=O)CN3C(C)=O)n2)c2ccccc12	10	-4	-19	24	1	-1.6	-0.6	-4	39
CCOc1cc(/C=N/NC(=O)CSc2nncn2C)ccc1OCc1cccc(C)c1	3	-3	-29	15	-1	-0.2	-0.6	9[fluorescence artefact?]	18
C/C(CC1(O)C(=O)N(C)c2ccccc21)=N\O (configuration not stated)	3	9	8	14	0	1.8	1.4	4	2
O=C(NNC(=O)c1cc(OCC(F)(F)F)ccc1OCC(F)(F)F)c1cccc(C(F)(F)F)c1	2	12	-3	18	5	-1.0	-1.0	22	-14
O=C(CC1NCCN(Cc2ccccc2)C1=O)Nc1ccccc1 (configuration not stated)	9	-11	10	-17	nt	-0.1	-0.2	-15	0
O=C(O)c1ccc2c(c1)C(=O)N(Cc1ccc3c(c1)OCO3)C2=O	4	-5	-17	-8	3	1.0	0.4	11	2
OCCOCCOc1ccccc1OCCOCCO	1	21	4	9	0	1.0	1.0	-9	6
CC(=O)OCCOc1nc(NC(C)C)nc(NC(C)C)n1	5	32	-19	8	-3	1.4	-0.3	15[fluorescence artefact?]	9
COc1ccc(N2CCN(C(=O)CSc3ccc(C)cc3)CC2)cc1	3	-31	8	34	4	-0.3	0.5	-10	-4
COC(=O)c1ccccc1NC(=O)c1ccnn1C	1	-18	-2	22	10	-1.8	-0.8	-4	-2
COc1cccc(CNC(=O)CCC2CCCN(Cc3ccc(OC(F)F)cc3)C2)c1 (configuration not stated)	2	-11	5	-2	6	2.7	3.4	-4	18
Cc1cccc(C=Nc2ccccc2C(N)=O)c1	1	58	-11	-8	6	-1.3	0.6	-8[fluorescence artefact?]	34
COc1ccc(-c2nnn(CC(=O)N3CCOCC3)n2)cc1	9	9	0	53	1	-0.3	1.0	5[fluorescence artefact?]	11
C=C(C)CSc1nnc2n(C)c(=O)c3c4c(sc3n12)CCC4	12	11	9	17	7	1.5	0.6	-2	0

Whole records, quoted from the list.
Profile of CCOc1ccc(-c2csc(NC(=O)CSC3=NC(=O)CN3C(C)=O)n2)c2ccccc12 : PGE2 EP2 inh = 10; EP2 modulator = -4; NPY-Y1 PAM-ag = -19; CHOP inhibitor = 24; NPY Y1 blocker = 1; zfTRPN1 agonist = -1.6; TRPML3 agonist = -0.6; 14-3-3 Bad PPI = -4; PPC-1+TRAIL kill = 39
Profile of COC(=O)C1=C(C)N(c2ccc(Br)cc2)C(=O)/C1=C\c1ccco1 : PGE2 EP2 inh = 10; EP2 modulator = 38; NPY-Y1 PAM-ag = 0; CHOP inhibitor = 24; NPY Y1 blocker = -4; zfTRPN1 agonist = 0.1; TRPML3 agonist = 0.2; 14-3-3 Bad PPI = 5[fluorescence artefact?]; PPC-1+TRAIL kill = 32

Continued:
SMILES	PGE2 EP2 inh	EP2 modulator	NPY-Y1 PAM-ag	CHOP inhibitor	NPY Y1 blocker	zfTRPN1 agonist	TRPML3 agonist	14-3-3 Bad PPI	PPC-1+TRAIL kill
C=CCSc1nnc(CC(OC)OC)n1-c1ccccc1	8	-4	0	-6	1	2.8	0.8	2	-3
Nc1nc2nccc(-c3ccc(Cl)cc3)n2n1	16	12	-28	31	2	-2.3	-0.7	-2[fluorescence artefact?]	16
Cc1cc(C)c(C)c(S(=O)(=O)NCc2ccc(C(=O)N3CCCC3)cc2)c1C	6	11	-5	17	1	0.2	-0.1	-2	9
CN(NS(=O)(=O)c1ccc(Cl)cc1)c1nc(C(F)(F)F)nc2ccccc12	14	-51	28	37	0	18	0.8	-6	17
N#Cc1c2c(c(-c3ccco3)[nH]c1=O)CCCC2	7	16	-3	26	-1	1.3	1.1	3	-7
CCC(=O)n1nc(-c2ccc(Cl)cc2)nc1NCc1ccccc1	8	29	-1	-24	1	1.1	1.0	-3	3
O=C(Nc1ncccn1)c1cc(-c2cccc(Br)c2)nc2ccccc12	9	16	-14	26	1	1.9	1.2	-10	21
